Source: PubChem
hgDAF-12 ag = H. glycines DAF-12 receptor agonists, primary screen, cell-based, luminescence, HEK293, GAL4 fusion, UAS-luciferase; activation, % at 6.8 µM; HEK293 GAL4-hgDAF12 UAS-luciferase reporter, agonist luminescence; normalized to butyrate control; 370,000 compounds, 1.8% hits;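 active = activation above a cutoff set at the mean of all screened compounds plus 3 SD, cut at about 10% in these data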;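 also: 0% = DMSO wells and 100% = sodium butyrate wells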
ADAM17 inh = ADAM17 inhibitors, primary screen, biochemical, QFRET; Disintegrin and metalloproteinase domain-containing protein 17 (Homo sapiens), P78536; recombinant ADAM17, EDANS/DABCYL FRET peptide cleavage; inhibition, % at 6.95 µM; 370,000 compounds, 0.83% hits; AID 720648, 2013;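 active = inhibition above the mean of compounds lying between control limits plus 3 SD, set per campaign, cut at about 8.5% in these data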;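 also: 0% = DMSO-only wells as the low control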
DAX1 inh-1 = DAX1 (NR0B1) inhibitors, primary screen, cell-based, HEK293, Gal4-DAX1, luciferase luminescence; Nuclear receptor subfamily 0 group B member 1 (Homo sapiens), P51843; 340,000 compounds, 0.99% hits; HEK293 Gal4-DAX1 luciferase reporter; inhibition, % at 6.75 µM; AID 504766, 2011;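 active = inhibition above the mean over all tested compounds plus 3 SD, cut at about 4.2% in these data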;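 also: 0% = DAX1-transfected cells with DMSO and 100% = empty-vector control cells with DMSO; inhibition shows as a rise in luminescence from relieved DAX1 repression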
SMARCA2 activ = SMARCA2 (BRM) function activators, primary screen, cell-based, luminescence, high throughput. MG213 cells, MMTV-luciferase reporter, dexamethasone, overnight. activation, % at 9.1 µM. 370,000 compounds, 1% hits; in the data active = activation above about 7.8%;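 also: 0% = vehicle wells and 100% = reference activator wells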
hcDAF-12 act = H. contortus DAF-12 nuclear receptor activators, primary screen, cell-based, luminescence, HEK293, lit1-tk-luc reporter. 370,000 compounds, 1.4% hits. activation, % at 6.8 µM. HEK293 hcDAF-12 lit1-tk-luc reporter; 0% DMSO, 100% Δ7-dafachronic acid;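 active = activation above the mean of all tested compounds plus 3 SD, cut at about 5.5% in these data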;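 also: 100% = response to 3 µM Δ7-dafachronic acid high control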
ssDAF12 agonist = S. stercoralis DAF-12 nuclear receptor activators, primary screen, cell-based, luminescence, HEK293, GRIP1 co-expression, lit1-tk-luc. AID 652126, 2013. Nuclear hormone receptor DAF-12 (Strongyloides stercoralis). 370,000 compounds, 1% hits. activation, % at 6.8 µM. HEK293 ssDAF-12/GRIP1 lit1-tk-luc reporter; % of 3 µM dafachronic acid response;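 active = activation above the mean over all tested compounds plus 3 SD, cut at about 0.9% in these data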;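 also: 0% = DMSO-only wells and 100% = 3 µM delta7-dafachronic acid wells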
PLCb3 inh = human PLC-beta3 inhibitors, primary screen, biochemical, fluorescence; 370,000 compounds, 0.18% hits; inhibition, % at 12.2 µM; AID 720704, 2013; 1-phosphatidylinositol 4,5-bisphosphate phosphodiesterase beta-3 (Homo sapiens), Q01970; Purified PLC-beta3, fluorogenic substrate; in the data active = inhibition above about 11%;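 also: 0% = median of compound wells on plate and 100% = full blocker control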
PLCg1 inh = PLC-gamma1 enzyme inhibitors, primary screen, biochemical, fluorescence, purified enzyme. inhibition, % at 12.2 µM. 370,000 compounds, 0.84% hits. AID 720700, 2013. fluorogenic substrate; in the data active = inhibition above about 9.5%
Target sequence (P19174 whole entry, looked up): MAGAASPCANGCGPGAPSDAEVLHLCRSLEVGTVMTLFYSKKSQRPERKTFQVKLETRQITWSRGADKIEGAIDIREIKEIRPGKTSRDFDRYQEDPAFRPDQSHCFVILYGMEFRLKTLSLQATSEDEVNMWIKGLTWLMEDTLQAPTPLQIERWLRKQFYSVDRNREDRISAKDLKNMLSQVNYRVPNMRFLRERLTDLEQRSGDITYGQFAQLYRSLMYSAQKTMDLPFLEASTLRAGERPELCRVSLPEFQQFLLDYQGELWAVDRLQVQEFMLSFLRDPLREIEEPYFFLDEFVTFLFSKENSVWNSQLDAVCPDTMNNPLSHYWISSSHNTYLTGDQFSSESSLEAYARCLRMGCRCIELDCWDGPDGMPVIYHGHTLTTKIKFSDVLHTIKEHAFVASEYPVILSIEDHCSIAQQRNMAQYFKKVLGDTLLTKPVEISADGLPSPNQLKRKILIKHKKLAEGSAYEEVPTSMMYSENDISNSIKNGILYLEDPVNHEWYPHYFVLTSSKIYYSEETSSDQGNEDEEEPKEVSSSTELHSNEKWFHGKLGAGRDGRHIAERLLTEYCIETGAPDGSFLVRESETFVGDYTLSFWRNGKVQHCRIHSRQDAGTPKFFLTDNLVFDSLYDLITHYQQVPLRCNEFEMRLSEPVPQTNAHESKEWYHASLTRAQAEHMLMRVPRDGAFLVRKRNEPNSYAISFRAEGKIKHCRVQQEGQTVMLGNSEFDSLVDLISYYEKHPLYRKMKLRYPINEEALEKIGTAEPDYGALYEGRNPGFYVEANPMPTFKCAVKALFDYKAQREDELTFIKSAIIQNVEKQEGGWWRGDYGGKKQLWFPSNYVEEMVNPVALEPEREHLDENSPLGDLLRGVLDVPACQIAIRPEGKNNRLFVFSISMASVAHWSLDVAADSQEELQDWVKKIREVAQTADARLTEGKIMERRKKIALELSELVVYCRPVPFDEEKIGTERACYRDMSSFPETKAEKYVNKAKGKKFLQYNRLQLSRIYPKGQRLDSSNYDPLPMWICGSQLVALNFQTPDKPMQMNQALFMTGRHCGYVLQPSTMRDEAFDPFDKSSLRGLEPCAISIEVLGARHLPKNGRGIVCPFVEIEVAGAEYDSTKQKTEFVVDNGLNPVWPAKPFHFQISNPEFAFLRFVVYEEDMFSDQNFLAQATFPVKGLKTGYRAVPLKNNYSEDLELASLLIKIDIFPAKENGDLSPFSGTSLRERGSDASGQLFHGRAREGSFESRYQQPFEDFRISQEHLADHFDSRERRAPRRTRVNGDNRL
DAX1 inh-2 = DAX1 (NR0B1) inhibitors on StAR promoter, primary screen, cell-based, luminescence, SF-1 (NR5A1), full-length DAX-1; inhibition, % at 6.8 µM; 370,000 compounds, 1.1% hits; AID 652010, 2013; HEK293T StAR-luciferase reporter, SF-1/DAX-1 repression relief;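 active = inhibition above the mean over all tested compounds plus 3 SD, cut at about 3.6% in these data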;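 also: 0% = DAX-1 cells with DMSO and 100% = cells lacking DAX-1 with DMSO; higher inhibition means more luminescence from relief of DAX-1 repression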
MBD2 DNA inh = inhibitors of MBD2 binding to methylated DNA, primary screen, biochemical, TR-FRET, DNA-binding domain, human | MBD2 binding to methylated oligonucleotide | Methyl-CpG-binding domain protein 2 (Homo sapiens), Q9UBB5 | inhibition, % at 4.4 µM | 370,000 compounds, 0.31% hits | AID 686964, 2013; in the data active = inhibition above about 13%
Rev-erbA mod = modulators of Rev-erb alpha DNA binding, primary screen, biochemical, FITC-DNA, fluorescence polarization, uHTS. Nuclear receptor subfamily 1 group D member 1 (Homo sapiens), P20393. Rev-erbα–FITC-DNA binding, 90 min. activity, % at 10 µM. 370,000 compounds, 0.79% hits;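 active = activity above about 14%, limit read from the data; passing the limit was not always enough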;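 also: 0% = DMSO wells with 35 nM protein and 100% = DMSO wells with 750 nM protein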
* marks the source's active call; other numbers are inactive results; / = no result given. Hits appear at their usual frequency. About 7.4% of those tested had a hit in this group.

SMILES	hgDAF-12 ag	ADAM17 inh	DAX1 inh-1	SMARCA2 activ	hcDAF-12 act	ssDAF12 agonist	PLCb3 inh	PLCg1 inh	DAX1 inh-2	MBD2 DNA inh	Rev-erbA mod
COc1ccc(NC(=O)CCC(=O)Nc2nnc(C3CCCCC3)s2)c(OC)c1	0.5	2.5	0.0	-1.2	-0.9	-1.0	7.6	2.5	-0.3	-4.7	-0.9
Nc1c2c(nc3ccccc13)N(C1CCCCC1)CC2	-0.9	-141.2	1.1	-2.3	-1.9	-1.4	-135.0	-105.6	0.0	1.1	0.1
Cc1ccc(C(=O)Nc2ccccc2C(=O)N2CCCC2)cc1[N+](=O)[O-]	-4.4	1.1	0.2	0.8	1.7	-1.0	6.2	2.3	-0.7	-0.3	2.4
O=C(CN1C(=O)NC2(CCCC2)C1=O)NCCc1ccc(Cl)cc1Cl	0.5	-9.0	-0.2	-1.6	0.2	-1.2	-5.3	-0.5	-0.3	-3.2	1.1
NC(=O)c1ncc(C(F)(F)F)cc1Oc1cccc(F)c1	2.2	-2.3	-1.0	-0.8	-0.4	-1.0	-1.9	-2.5	-0.5	3.4	0.4
NC(c1csc(Nc2ccc(C(=O)c3ccccc3)cc2)n1)C1CCCCC1 (stereo not given)	0.0	-10.5	/	-3.8	0.5	-1.8	-149.5	-115.0	-1.0	0.8	-1.0
COC(=O)c1ccc(Cn2c(C)c(C(=O)NCc3cccs3)sc2=O)o1	-2.9	5.4	/	-2.2	-1.8	-1.3	0.9	7.3	-0.3	-3.3	3.1
Cc1ccc(SCc2nc3ccccc3[nH]2)cc1	13.8*	-5.1	2.6	-0.3	1.0	-1.1	-11.9	-5.9	1.6	7.3	-5.5
CC(=O)OC1CC(C)(C)N(OC(=O)c2ccccc2)C(C)(C)C1	-2.5	-2.4	-1.5	-2.1	-1.5	-0.9	3.6	3.7	-0.7	-6.2	4.4
Cc1nc(SCN2C(=O)c3ccccc3C2=O)n[nH]1	-0.1	-4.1	0.5	-0.6	-1.5	-1.1	0.7	0.0	0.4	-5.1	-1.6
CCC(C)NC(=O)c1cc(Sc2nnc(C)s2)nc2ccccc12 (stereo not given)	0.9	-6.6	/	-1.8	4.4	0.3	-3.7	-2.0	-0.2	1.1	-5.2
O=C1S/C(=C\c2ccc(O)c([N+](=O)[O-])c2)C(=O)N1c1ccccc1Cl	-0.4	3.2	1.2	-2.8	-1.7	-1.9	3.6	2.4	-1.1	-10.4	12.0
CCc1ccc(NC(=O)CSc2ccc(-c3sc(C)nc3C)nn2)cc1	-4.2	3.2	-0.9	-1.3	-1.8	-1.5	-7.7	-4.0	-3.3	-9.5	5.6
Cc1cc(C2=NNC(=NC3CC3)SC2)c(C)n1Cc1ccco1	-20.5	-1.4	-3.3	-10.9	-10.0	-3.6	-8.7	-10.4	-4.1	-1.0	7.2
C/C=C(\C)CN1CCC(n2nccc2NC(=O)CCOc2ccccc2)CC1	2.4	-7.9	0.1	-1.2	-0.7	-1.0	-4.7	5.3	-1.4	6.4	3.8
O=C(Cc1ccccc1)NCC(=O)OCC(=O)c1ccc([N+](=O)[O-])cc1	-0.1	5.2	1.2	-3.6	-0.4	-1.1	8.6	1.9	0.2	-8.3	-0.5
Cc1ccc(S(=O)(=O)c2ccc(Cl)cc2)cc1S(=O)(=O)N(C)CC(=O)O	3.7	-2.0	-0.2	-1.8	1.6	-0.7	6.6	6.4	0.1	-4.5	-3.2
C=C1N(c2ccccc2)C(=O)OC1(C)C	0.8	-5.1	-0.2	0.1	0.0	-1.0	-0.2	2.5	0.0	4.6	-2.5
Cc1ccc(C(=O)N(Cc2nc(-c3ccc(C)cc3)no2)C(C)C)cc1	-1.5	1.0	1.2	-2.0	4.3	0.0	-4.5	-1.6	-0.2	3.9	2.4
COc1ccc(C(CC(=O)O)NS(=O)(=O)c2ccc(C)cc2)cc1 (stereo not given)	0.7	-6.0	0.4	-3.0	-0.8	-1.1	0.3	-0.3	0.4	-4.5	1.9
CN(C)/C=N/c1cc(=O)n(C)c(=O)n1Cc1ccccc1	-1.4	0.1	0.9	0.2	0.4	-0.8	0.0	3.1	0.1	-4.1	2.4
COc1ccccc1CN(C)S(=O)(=O)c1cccs1	2.5	-0.5	-0.5	2.6	0.4	-0.8	-6.6	-2.6	0.0	-2.0	2.2
COCCN(CCOC)C(=O)c1ccc(SCc2ccc(C)cc2)c([N+](=O)[O-])c1	-0.7	-0.5	-0.7	-2.9	-0.6	-1.2	-1.4	3.0	1.1	2.4	-0.3
COc1ccc(CCN2CC(C(=O)NCc3ccon3)CCC2=O)cc1 (stereo not given)	1.2	-2.8	0.5	-1.5	-0.6	-1.7	3.7	0.1	0.0	0.9	-5.5
CCOCCCNC(=O)C1CCC(CNS(=O)(=O)c2ccc(F)cc2)CC1 (stereo not given)	1.0	-7.2	1.1	-2.7	0.5	-0.6	0.6	-3.6	0.3	7.5	-2.2
Cc1ccc([C@@H]2CC=C(C(=O)O)[C@H](c3ccc(Cl)cc3)N2S(=O)(=O)c2ccc(C)cc2)cc1	0.7	-4.2	-0.2	-0.1	-1.5	-1.4	-5.4	-4.1	-0.1	7.3	-0.8
O=C(Nc1ccccn1)C1CCN(S(=O)(=O)c2ccc3c(c2)OCCCO3)CC1	-3.5	-1.8	-0.8	0.0	-2.1	-1.6	4.8	4.3	-1.6	0.4	-4.0
Cc1ccc(-c2nnc3sc(CCc4ccccc4)nn23)cc1	1.6	-1.4	0.2	-0.7	0.6	-1.4	-2.9	-1.7	0.3	-1.8	-2.0
CN(C(=O)c1ccccc1C(=O)c1ccccc1)C1CCS(=O)(=O)C1 (stereo not given)	-2.6	-4.7	0.3	-1.4	-0.7	-1.4	0.0	1.3	0.0	-1.4	0.4
Cc1cccc(NC(=O)COC(=O)c2cc3ccccc3oc2=O)c1	-1.5	0.3	-0.3	0.4	0.2	-1.5	-1.9	-2.3	0.7	-4.8	-3.2
Cc1ccc(C(C)C)cc1S(=O)(=O)NCc1ccccn1	-0.4	0.1	-0.6	-0.3	2.3	-1.2	-3.7	-1.1	0.1	-6.2	-4.5
CN1CC(=O)N/C1=N\C(=O)Nc1ccc2c(c1)N(C)C(=O)CS2	-2.5	2.3	0.1	-2.8	0.0	-1.5	-1.4	-1.6	-0.4	-5.2	6.0
CSc1nc(=S)cc(C)[nH]1	-1.6	-2.2	0.2	-1.7	-0.4	-1.4	-6.4	1.3	-0.4	1.0	-6.1
N#Cc1ccsc1NC(=O)C1CCCN1S(=O)(=O)c1cccs1 (stereo not given)	1.4	-1.3	1.8	1.5	0.8	-0.9	-0.1	-1.0	-0.5	1.6	2.7
CCC(C)(C)NC(=O)c1ccc(Sc2nncn2C)c([N+](=O)[O-])c1	0.9	-1.6	-1.6	-1.6	-1.1	-0.8	1.1	-2.4	-0.6	2.5	9.2
O=C(COC(=O)c1cc(Br)ccc1O)NCC1CCCO1 (stereo not given)	2.0	-7.3	0.4	-2.4	-1.3	-0.4	-14.4	-7.2	-0.8	6.7	-3.3
O=C(NCc1cccnc1)/C(=C/c1ccc([N+](=O)[O-])cc1)NC(=O)c1ccccc1	4.5	0.1	0.4	2.4	-0.2	-1.1	-3.5	-7.0	-0.4	-1.6	3.1
COc1ccc(CNC(=O)NS(=O)(=O)c2ccc(C)cc2)cc1	0.9	-2.3	1.0	-0.9	-0.4	-1.1	-3.8	-1.6	0.5	-3.6	-2.0
COC(=O)c1cc(NC2c3ccccc3C(=O)N2c2ccc(Cl)cn2)cc(C(=O)OC)c1 (stereo not given)	5.7	3.6	-0.1	1.6	0.0	-1.3	0.0	-1.6	0.9	5.7	9.3
C=CCn1c(C)c(C(C)=O)c(N2CCCC2)nc1=S	0.7	-2.9	-0.1	1.4	0.8	-0.7	3.2	1.5	0.9	-1.6	-1.8
Cc1ccc(NC(=O)CN2C(=O)NC(C)(c3ccccc3)C2=O)c(C)c1 (stereo not given)	-0.1	-2.0	-0.2	-1.2	-0.2	-0.8	-5.0	-1.2	-0.1	-1.0	5.2
Cc1ccc(C(=O)NCCN(C)C)c(C)c1	0.3	-2.0	0.5	-6.9	-2.2	-1.0	-1.0	0.4	0.0	7.1	4.8
COC(=O)c1[nH]c(C)c(/C(O)=C2\C(=O)C(=O)N(CCN(C)C)C2c2ccc(C)o2)c1C (stereo not given)	0.2	-6.3	-0.3	0.1	-1.1	-0.9	-5.0	-4.3	0.3	2.1	0.8
CCOc1ccc(C)cc1S(=O)(=O)Nc1cccnc1	-2.0	3.9	0.4	-1.1	0.5	-1.4	4.1	9.8*	1.0	-2.7	2.5
COC(=O)C(Cc1c[nH]c2ccccc12)NC(=O)CCNC(=O)c1ccco1 (stereo not given)	-0.8	-0.7	0.9	3.7	-0.2	-1.0	1.0	-0.1	0.1	-1.4	-2.5
Cc1nc2ccccc2c(=O)n1/N=C/C=C/c1ccccc1	-0.8	-4.9	1.9	-5.1	1.1	-1.9	-9.7	-2.5	0.1	-0.9	4.7
CCCCn1c(N)c(N(CCOC)C(=O)CN(C)S(=O)(=O)c2ccc(Cl)cc2)c(=O)[nH]c1=O	-2.4	-10.6	0.7	0.1	-0.9	-0.5	-13.7	-13.9	-0.5	5.5	0.6
CS(=O)(=O)NCCSCc1ccc(Cl)cc1	1.9	-0.4	0.4	-1.3	-1.1	-0.8	-1.8	0.2	0.5	0.1	1.8
CCCC1=NN2C(=N)/C(=C\c3cc(C)n(-c4cc(C)cc(C)c4)c3C)C(=O)N=C2S1	0.5	-3.4	-1.1	5.6	1.1	-1.7	-28.2	-26.4	-0.1	3.3	2.1
Cc1cc(C)c(C#N)c(SCc2nc3ccccc3c(=O)[nH]2)n1	9.6	-7.5	0.3	1.8	3.4	0.5	-46.6	-36.5	2.3	3.5	-0.1
